T cruzi growth = blocks T. cruzi growth in NIH3T3 culture | T. cruzi beta-gal in NIH3T3, GalScreen luminescence, 90 h | inhibition, % at 8.34 µM | actives 5.9% (n = 77,000) | AID 624255;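 active means mean inhibition above about 93%, with at least 55% of replicates each passing it, limit read from the data, passing the limit was not always enough; inconclusive means only one of those two conditions holds; inactive means neither condition holds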
C diff growth = C. difficile growth inhibition | actives 0.25% (n = 86,000) | Clostridium difficile clinical isolate growth, OD600, 24 h; active compounds read low | growth activity, negative = inhibition, % at 16 µg/mL (by protocol);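 active means mean growth activity at or below -80% and every replicate also at or below -80%; inconclusive means mean at or below -80% but some replicate above -80%; inactive means mean growth activity above -80%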;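 further: 0% = DMSO wells and -100% = levofloxacin 16 µg/mL wells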
Pf Dd2 growth = blocks growth of Plasmodium falciparum Dd2 parasites; P. falciparum Dd2 growth, SYBR Green, 72 h; active compounds read low; activity change, % at 10 µM; actives 2.3% (n = 94,000); in the data active means activity change below about -80%; inconclusive means no clear call, values can overlap the other calls
GASC1 inh = inhibitors of human demethylase GASC-1 KDM4C. inhibition, % at 12.5 µM. Q9H3R0. GST-KDM4C 2-372, H3K9me3 peptide, LANCE TR-FRET. actives 0.15% (n = 96,000);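 active means mean replicate inhibition above about 25%, with at least 55% of replicates also reaching it, limit read from the data, passing the limit was not always enough; inconclusive means only one of those two conditions met; inactive means neither condition met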
Target sequence (Q9H3R0 2-372 limits assumed): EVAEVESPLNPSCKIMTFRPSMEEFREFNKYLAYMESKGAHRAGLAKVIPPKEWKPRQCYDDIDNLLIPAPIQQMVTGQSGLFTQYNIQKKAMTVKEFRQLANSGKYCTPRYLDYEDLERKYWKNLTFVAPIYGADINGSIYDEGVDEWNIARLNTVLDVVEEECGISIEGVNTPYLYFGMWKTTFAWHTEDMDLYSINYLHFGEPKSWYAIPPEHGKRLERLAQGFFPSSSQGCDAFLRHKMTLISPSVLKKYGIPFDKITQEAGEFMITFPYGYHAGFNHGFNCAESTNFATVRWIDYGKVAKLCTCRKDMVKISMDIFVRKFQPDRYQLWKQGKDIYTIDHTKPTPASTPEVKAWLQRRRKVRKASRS
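System: N-terminal GST-fused human GASC-1 (KDM4C) fragment, residues 2-372; amount: enzyme final amount 10 nM; incubation: reaction 30 min RT, detection step 1 h RT; medium: HEPES buffer, pH 7.5, plus ascorbate; technique: LANCE TR-FRET, Eu antibody, ULight-streptavidin, EDTA, ex 340 nm, em 618/671 nm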
Numbers without * were called inactive; ? = inconclusive; . = no result given; & = joins results of further samples.

No.	structure	T cruzi growth	C diff growth	Pf Dd2 growth	GASC1 inh
1	COc1ccc2c3c(n(C)c2c1)[C@@H](CO)N(C(=O)C1CC1)CC31CN(C(=O)C2CCOCC2)C1	.	-4	-35	-1.1
2	Cc1cc(C(=O)Nc2ccc3c(c2)C(=O)N(C)[C@H]2CC[C@@H](CC(=O)NC4CCCC4)O[C@@H]2CO3)no1	-23	18	-25	2.2
3	CCC(=O)Nc1ccc2c(c1)C(=O)N(C)C[C@@H](OC)[C@@H](C)CN(C(=O)CN1CCOCC1)[C@@H](C)CO2	-7	.	.	-1.0
4	CCCNC(=O)N(C)C[C@H]1Oc2cc(C3=CCCCC3)ccc2S(=O)(=O)N([C@@H](C)CO)C[C@@H]1C	74	-3	-44	-2.4
5	C[C@@H]1CN([C@H](C)CO)C(=O)c2cc(NC(=O)Nc3ccc4c(c3)OCO4)ccc2O[C@H]1CN(C)S(C)(=O)=O	-41	.	4	?
6	COc1ccc2c3c([nH]c2c1)[C@@H](CO)N(C(C)=O)CC31CCN(C(C)=O)CC1	.	-14	60	0.9
7	C[C@@H]1CN([C@H](C)CO)C(=O)c2ccccc2-c2ccccc2CO[C@@H]1CN(C)S(C)(=O)=O	10	-7	38	5.3
8	O=C(C[C@H]1CC[C@@H](NC(=O)CC2CC2)[C@@H](CO)O1)NCc1ccc(Cl)cc1	-7	.	-4	-0.7

Next part
No.	structure	T cruzi growth	C diff growth	Pf Dd2 growth	GASC1 inh
9	C[C@@H]1CN([C@H](C)CO)C(=O)c2cc(-c3cncnc3)cnc2O[C@@H]1CN(C)C(=O)CN1CCOCC1	.	.	14	-0.7
10	CCCN(C)C[C@@H]1Oc2cc(C#Cc3cccc(OC)c3)ccc2S(=O)(=O)N([C@@H](C)CO)C[C@@H]1C	.	0	-44	-1.6
11	C[C@H]1CN([C@@H](C)CO)C(=O)c2cccc(NS(C)(=O)=O)c2O[C@@H]1CN(C)S(=O)(=O)c1ccc(Cl)cc1	48	-5	29	1.8
12	C[C@H]1CN([C@@H](C)CO)S(=O)(=O)c2ccc(C#CC3CC3)cc2O[C@@H]1CN(C)C	-99	-5	0	1.1
13	CCCN1C[C@H](C)[C@@H](OC)CN(C)C(=O)c2cc(NC(=O)c3ccccc3)ccc2OC[C@H]1C	-33	5	-11	-1.6
14	CN1c2ccc(Br)cc2[C@@H]2[C@@H](CCN2S(=O)(=O)c2ccccc2)[C@@H]1CO	54	22	40	0.0
15	O=C(C[C@H]1C[C@@H]2c3cc(NC(=O)NC4CCCCC4)ccc3O[C@@H]2[C@@H](CO)O1)NC1CCCC1	.	1	25	1.7
16	CO[C@@H]1CN(C)C(=O)c2ccc(NC(=O)Cc3ccccc3)cc2OC[C@@H](C)NC[C@@H]1C	21	.	-3	0.6

Additional compounds:
No.	structure	T cruzi growth	C diff growth	Pf Dd2 growth	GASC1 inh
17	Cc1noc(C)c1NC(=O)Nc1cccc2c1O[C@@H](CN(C)S(=O)(=O)c1ccc(F)cc1)[C@H](C)CN([C@H](C)CO)C2=O	68	-4	10	0.5
18	CCCN1C[C@H](C)[C@H](OC)CN(C)C(=O)c2cc(NS(=O)(=O)c3cn(C)cn3)ccc2OC[C@H]1C	-35	.	20	-0.2
19	CNC[C@@H]1OCCCC[C@H](C)Oc2ccc(NC(=O)Nc3ccccc3)cc2C(=O)N([C@H](C)CO)C[C@@H]1C	8	2	31	-2.3
20	O=C(N[C@H]1CC[C@H](CC(=O)N2CCOCC2)O[C@@H]1CO)c1ccccn1	-6	-1	-2	-0.4
21	C[C@@H]1CN([C@H](C)CO)S(=O)(=O)c2ccc(C#CC3CC3)cc2O[C@H]1CN(C)S(C)(=O)=O	.	-1	-14	0.1
22	CC(C)C(=O)Nc1ccc2c(c1)C(=O)N(C)[C@H]1CC[C@@H](CC(=O)NCc3ccc(F)cc3)O[C@H]1CO2	8	-2	-12	0.5
23	C[C@H]1CN([C@@H](C)CO)S(=O)(=O)c2ccc(C#CC3CCCCC3)cc2O[C@@H]1CN(C)C	109*	16	-48	-3.3
24	COc1ccc(CN(C)C[C@@H]2OCCCC[C@@H](C)Oc3ccc(NC(=O)NC4CCCCC4)cc3C(=O)N([C@@H](C)CO)C[C@H]2C)cc1	37	3	-32	-0.7

Continued.
No.	structure	T cruzi growth	C diff growth	Pf Dd2 growth	GASC1 inh
25	CCNC(=O)[C@H]1[C@H](CO)[C@H]2Cn3c(ccc(-c4ccccc4F)c3=O)[C@H]2N1C(C)=O	30	0	6	5.8
26	C[C@@H]1CN([C@@H](C)CO)C(=O)c2cccc(NC(=O)Nc3ccccc3)c2O[C@@H]1CN(C)C(=O)Nc1ccc(F)cc1	45	-11	-91*	-0.6
27	C[C@H]1CN([C@@H](C)CO)S(=O)(=O)c2ccc(-c3ccc(F)cc3)cc2O[C@H]1CN(C)C(=O)Nc1ccccc1F	?	32	-76	-1.9
28	Cc1noc(C)c1NC(=O)N[C@@H]1C=C[C@H](CC(=O)NCCCN(C)C)O[C@@H]1CO	-14	8	6	3.2
29	COc1ccccc1C(=O)Nc1ccc2c(c1)OC[C@@H](C)N(C)C[C@H](C)[C@@H](OC)CN(C)C2=O	-20	.	-10	1.2
30	CCC(=O)Nc1ccc2c(c1)OC[C@@H](C)NC[C@@H](C)[C@@H](OC)CN(C)C2=O	46	-2	.	-0.9
31	C[C@H](NC(=O)N(C)C[C@H]1OCc2ccccc2-c2ccccc2C(=O)N([C@@H](C)CO)C[C@@H]1C)c1ccccc1	20	-2	-36	0.0
32	C[C@H]1CN([C@@H](C)CO)C(=O)Cc2cc(NC(=O)CCCCCC(=O)Nc3ccccc3N)ccc2O[C@H]1CN(C)C(=O)Nc1ccc2c(c1)OCO2	26	-6	14	0.2

More structures:
No.	structure	T cruzi growth	C diff growth	Pf Dd2 growth	GASC1 inh
33	COc1ccc(S(=O)(=O)Nc2cccc3c2O[C@@H](CN(C)S(=O)(=O)c2cccs2)[C@H](C)CN([C@H](C)CO)C3=O)cc1	3	-1	-9	-0.6
34	O=C(C[C@@H]1C[C@@H]2c3cc(NC(=O)Nc4ccc(C(F)(F)F)cc4)ccc3O[C@@H]2[C@H](CO)O1)NCC1CC1	.	6	-32	0.8
35	C[C@@H]1CN([C@@H](C)CO)C(=O)c2cccc(NC(=O)C3CCOCC3)c2O[C@H]1CN(C)S(=O)(=O)c1ccccc1	.	-1&-2	3	1.2
36	C[C@@H]1CN([C@@H](C)CO)C(=O)c2cccc(NC(=O)Nc3ccccc3)c2O[C@@H]1CN(C)Cc1ccncc1	-17	3	-26	1.4
37	C[C@H](CO)N1C[C@H](C)[C@H](CN(C)Cc2ccc(C(F)(F)F)cc2)Oc2ccc(NC(=O)Nc3ccc4c(c3)OCO4)cc2C1=O	19	11	10	-0.2
38	C[C@@H]1CN([C@H](C)CO)C(=O)c2cccc(NS(=O)(=O)c3ccc(F)cc3)c2O[C@H]1CN(C)CC1CCCCC1	.	-1	-6	3.3
39	C[C@@H]1CN([C@@H](C)CO)C(=O)Cc2cc(NS(=O)(=O)c3cccs3)ccc2O[C@H]1CN(C)C(=O)Nc1ccc(F)cc1	6	0	-18	-0.6
40	COc1cccc(C#Cc2ccc3c(c2)O[C@H](CN(C)C(C)=O)[C@@H](C)CN([C@H](C)CO)S3(=O)=O)c1	?	2	-71	-0.7

Rewritten field by field: entries from further up.
[37] C[C@H](CO)N1C[C@H](C)[C@H](CN(C)Cc2ccc(C(F)(F)F)cc2)Oc2ccc(NC(=O)Nc3ccc4c(c3)OCO4)cc2C1=O
  T cruzi growth: 19 | C diff growth: 11 | Pf Dd2 growth: 10 | GASC1 inh: -0.2

[8] O=C(C[C@H]1CC[C@@H](NC(=O)CC2CC2)[C@@H](CO)O1)NCc1ccc(Cl)cc1
  T cruzi growth: -7 | C diff growth: . | Pf Dd2 growth: -4 | GASC1 inh: -0.7

[18] CCCN1C[C@H](C)[C@H](OC)CN(C)C(=O)c2cc(NS(=O)(=O)c3cn(C)cn3)ccc2OC[C@H]1C
  T cruzi growth: -35 | C diff growth: . | Pf Dd2 growth: 20 | GASC1 inh: -0.2

[2] Cc1cc(C(=O)Nc2ccc3c(c2)C(=O)N(C)[C@H]2CC[C@@H](CC(=O)NC4CCCC4)O[C@@H]2CO3)no1
  T cruzi growth: -23 | C diff growth: 18 | Pf Dd2 growth: -25 | GASC1 inh: 2.2

(continued)
No.	structure	T cruzi growth	C diff growth	Pf Dd2 growth	GASC1 inh
41	COCC(=O)N1[C@H](CO)[C@H](c2ccccc2)C12CN(C(=O)c1cccnc1)C2	.	-5	-7	-0.1
42	CN1CCN(C(=O)C[C@@H]2CC[C@@H]3[C@H](COC[C@H](O)CN3CC3CCOCC3)O2)CC1	51	-1&-4	-9	1.3
43	COc1ccc(S(=O)(=O)N(C)C[C@H]2Oc3c(cccc3N(C)C)C(=O)N([C@@H](C)CO)C[C@@H]2C)cc1	-15	3	-18	1.7
44	COCC(=O)Nc1ccc2c(c1)C(=O)N(C)[C@H]1CC[C@H](CC(=O)NCCc3ccccc3)O[C@@H]1CO2	-15	18	3	-1.3
45	C[C@H]1CN([C@@H](C)CO)C(=O)c2cc(NC(=O)CCCCCC(=O)Nc3ccccc3N)ccc2O[C@@H]1CN(C)S(=O)(=O)c1cccs1	.	0	-51	-1.2
46	COCC(=O)N(C)C[C@@H]1Oc2cc(C#CCN(C)C)ccc2S(=O)(=O)N([C@@H](C)CO)C[C@@H]1C	26	-2	13	1.5
47	C[C@H](CO)N1C[C@H](C)[C@@H](CN(C)Cc2ccc(Cl)c(Cl)c2)OCCCC[C@H](C)Oc2ccc(NS(=O)(=O)c3cn(C)cn3)cc2C1=O	35	2	-38	1.1
48	Cc1ccc(S(=O)(=O)N(C)C[C@H]2OCCCC[C@H](C)Oc3ccc(NS(=O)(=O)c4ccc(Cl)cc4)cc3C(=O)N([C@H](C)CO)C[C@@H]2C)cc1	97*	9	-16	-0.8

Later entries.
No.	structure	T cruzi growth	C diff growth	Pf Dd2 growth	GASC1 inh
49	Cc1noc(C)c1S(=O)(=O)Nc1ccc2c(c1)C(=O)N([C@H](C)CO)C[C@H](C)[C@@H](CN(C)Cc1ccc(C(=O)Nc3ccccc3N)cc1)OCCCC[C@@H](C)O2	.	0	?	1.3
50	C[C@H]1CN([C@@H](C)CO)C(=O)c2cc(NC(=O)Nc3ccccc3)ccc2O[C@H]1CN(C)Cc1ccc(C(=O)Nc2ccccc2N)cc1	54	-1	-64	-1.9
51	CNC[C@@H]1Oc2ncc(C#Cc3cccc(OC)c3)cc2C(=O)N([C@H](C)CO)C[C@@H]1C	35	3	-21	-2.4
52	O=C(C[C@H]1CC[C@H](NS(=O)(=O)c2ccc(F)cc2)[C@H](CO)O1)N1CCC(Cc2ccccc2)CC1	-19	2	34	0.4
53	C[C@@H]1CCCCO[C@@H](CN(C)C(=O)Nc2cccc3ccccc23)[C@@H](C)CN([C@H](C)CO)C(=O)c2cc(NS(C)(=O)=O)ccc2O1	-4	0	-16	1.9
54	C[C@@H]1CN([C@@H](C)CO)S(=O)(=O)c2ccc(C3=CCCC3)cc2O[C@H]1CN(C)Cc1ccncc1	114*	-4	-65	4.9
55	O=C(Nc1ccccc1Cl)N1[C@@H]2CNC[C@H]1C2c1ccc(-c2ccccc2)cc1 (some centres not stated)	.	-9&32	-47&7	1.9&0.1
56	C[C@@H]1CN([C@@H](C)CO)C(=O)Cc2cc(NC(=O)Nc3ccccc3)ccc2O[C@H]1CN(C)S(=O)(=O)c1cn(C)cn1	-18	0	31	0.0

Next section:
No.	structure	T cruzi growth	C diff growth	Pf Dd2 growth	GASC1 inh
57	C[C@@H]1CN([C@H](C)CO)C(=O)CCCn2nncc2CO[C@@H]1CN(C)C(=O)Nc1cccc2ccccc12	-35	-2	11	0.5
58	COc1ccc(OC(=O)N(C)C[C@@H]2OCc3ccccc3-c3ccccc3C(=O)N([C@H](C)CO)C[C@@H]2C)cc1	22	-7	-16	-0.9
59	C[C@H](O)C#Cc1ccc([C@@H]2[C@H](CO)N3CCCCN(C(=O)c4ccc(F)cc4)C[C@@H]23)cc1	37	-5	-5	-0.1
60	C[C@@H]1CN([C@H](C)CO)C(=O)c2cc(-c3cccc(F)c3)cnc2O[C@H]1CN(C)Cc1ccncc1	-2	-7	20	2.9
61	C/C=C/c1cnc2c(c1)C(=O)N([C@@H](C)CO)C[C@H](C)[C@H](CN(C)Cc1ccccc1)O2	29	2	37	-2.4
62	C[C@H](CO)N1C[C@H](C)[C@@H](CN(C)S(=O)(=O)c2cccs2)OCCCC[C@H](C)Oc2ccc(NC(=O)Nc3ccc4c(c3)OCO4)cc2C1=O	98	2	-66	0.5
63	COc1ccc2c3c(n(C)c2c1)[C@H](CO)N(C(=O)NC1CCCC1)CC31CN(C)C1	.	-9	48	-1.4

Screens as filed in PubChem.
